NALP1 inh – blocks the NALP1 inflammasome reconstituted in yeast | S. cerevisiae NALP1/ASC/caspase-1 growth, X-gal OD620, 72 h | inhibition, % at 10 µM | 280,000 tested, 0.61% active | AID 2071; in the data active = inhibition mostly above about 24%, no sharp cut-off; inactive = mostly below about 32%; also: some compounds called inactive have numbers as strong as hits
PHOSPHO1 inh – PHOSPHO1 (human) inhibition | recombinant PHOSPHO1, absorbance phosphatase assay | inhibition, % at 13.3 µM | 290,000 tested, 1.1% active; in the data active = inhibition above about 60%
FID counter – displaces DNA intercalator in HCV helicase counter-screen; 290,000 tested, 0.17% active; inhibition, % at 7.9 µM; DNA fluorescent intercalator displacement, fluorescence; in the data active = inhibition above about 37%;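 also: 0% = vehicle and 100% = reference compound; higher means more ethidium bromide displaced from hairpin DNA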
M18AAP inhibitor – PfM18AAP enzyme inhibition; inhibition, % at 7.35 µM; recombinant PfM18AAP, H-Glu-NHMec fluorogenic cleavage; 290,000 tested, 1.2% active;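 active = inhibition above the campaign mean inhibition over all tested compounds plus 3 SD, cut at about 28% in these data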;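 also: 0% = plate median of test compound wells and 100% = 2 mM ZnCl2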
MEKK2mut PB1 HTS – signal of MEK5 binding to mutant human MEKK2 PB1 domain; 290,000 tested, 0.35% active; percent response, % at 10 µM; bead flow cytometry, Alexa488-MEK5 binding to MEKK2 mutant; in the data active = percent response above about 24%, passing the limit was not always enough; also: inactives centre near 1; some results filed as inactive read as strong as hits; reference of the scale not given here
MEKK2 WT-MEK5 – raises or lowers MEK5 binding to wildtype human MEKK2 PB1 domain; binding response (% of control), % at 10 µM; bead flow cytometry, Alexa488-MEK5 binding to MEKK2 WT; actives lie on both sides; 290,000 tested, 1.1% active; AID 1531; Q9Y2U5; in the data active = binding response below about 67% or above about 130%
GPR7 antag – antagonists of human GPR7 (neuropeptides B/W receptor 1); P48145; GPR7-expressing cells, fluorescence antagonist assay; inhibition, % at 4.4 µM; 290,000 tested, 1.1% active; in the data active = inhibition above about 16%, passing the limit was not always enough;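 also: cells stimulated with the agonist NPW; 0% = agonist with vehicle and 100% = vehicle without agonist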
Target sequence (P48145 whole entry, looked up): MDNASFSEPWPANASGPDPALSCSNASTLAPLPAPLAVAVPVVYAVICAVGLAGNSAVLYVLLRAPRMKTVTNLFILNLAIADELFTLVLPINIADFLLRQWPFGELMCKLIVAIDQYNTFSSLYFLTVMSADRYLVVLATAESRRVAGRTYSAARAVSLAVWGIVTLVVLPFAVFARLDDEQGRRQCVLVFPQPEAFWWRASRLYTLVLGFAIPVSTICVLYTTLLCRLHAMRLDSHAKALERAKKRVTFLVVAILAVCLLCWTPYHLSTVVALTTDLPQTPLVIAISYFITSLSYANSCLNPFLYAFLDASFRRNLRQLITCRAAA
MEKK3 PB1 HTS – raises or lowers MEK5 binding to the human MEKK3 PB1 domain. bead-based flow cytometry, Alexa488-MEK5 binding to MEKK3; actives lie on both sides; 0 = blocked by unlabeled MEK5, 100 = vehicle. binding response (% of control), % at 10 µM. 290,000 tested, 1.4% active. AID 1529;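 active = binding response more than 3 SD above or below the average of its plate-row segment, actives on both sides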;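 also: Alexa488 bead fluorescence after subtracting the streptavidin-only scavenger bead signal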
Target sequence (Q99759 whole entry, looked up, the tested form may be a part): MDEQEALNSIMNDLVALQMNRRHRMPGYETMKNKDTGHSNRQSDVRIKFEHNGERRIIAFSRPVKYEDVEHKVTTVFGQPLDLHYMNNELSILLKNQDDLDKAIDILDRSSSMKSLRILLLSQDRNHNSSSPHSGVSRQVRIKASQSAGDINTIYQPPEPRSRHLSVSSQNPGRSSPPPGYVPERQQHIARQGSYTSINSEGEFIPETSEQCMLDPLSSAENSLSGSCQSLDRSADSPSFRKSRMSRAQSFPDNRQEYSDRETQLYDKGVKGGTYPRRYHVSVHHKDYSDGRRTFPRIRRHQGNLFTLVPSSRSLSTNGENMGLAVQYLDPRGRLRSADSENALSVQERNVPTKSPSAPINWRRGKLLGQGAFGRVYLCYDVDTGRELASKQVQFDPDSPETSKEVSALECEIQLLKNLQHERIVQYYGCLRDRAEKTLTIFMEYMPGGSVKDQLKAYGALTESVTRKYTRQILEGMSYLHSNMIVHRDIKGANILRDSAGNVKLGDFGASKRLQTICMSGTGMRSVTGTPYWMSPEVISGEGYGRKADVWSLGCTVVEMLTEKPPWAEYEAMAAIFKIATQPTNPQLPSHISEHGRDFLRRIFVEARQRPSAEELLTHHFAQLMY
OXTR ag – agonists of human oxytocin receptor. CHO-OTR cells, Fluo-8 calcium fluorescence; normalized: DMSO 0%, oxytocin 100%. activation, % at 3 µM. 320,000 tested, 0.32% active. AID 2435;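 active = activation above the mean of all tested compounds plus 3 SD, cutoff set per screening run, cut at about 20% in these data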;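 also: peak over basal fluorescence ratio from a 100 s FLIPR kinetic read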
An asterisk follows results filed as active; . = no result given.

SMILES	NALP1 inh	PHOSPHO1 inh	FID counter	M18AAP inhibitor	MEKK2mut PB1 HTS	MEKK2 WT-MEK5	GPR7 antag	MEKK3 PB1 HTS	OXTR ag
CCCOc1ccc(C(=O)NCC(c2cccs2)N(C)C)cc1 (stereo unspecified)	26	2	8	-5	-2	100	1	95	0.2
O=C1Nc2ccc(Br)cc2C1(O)c1ccc(F)cc1 (stereo unspecified)	15	28	-3	-11	2	102	-9	99	3.1
COc1ccccc1NC(=O)NCCN1CCNC1=O	19	28	-2	-20	28	129	-8	127	-0.1
Cc1cccc(C(=O)NC(=S)NNC(=O)c2ccccc2Cl)c1	-3	28	-2	29*	-1	104	3	107	71*
CC(=O)Nc1nnc(COc2ccccc2)s1	10	44	-3	3	-8	86	-6	95	0.1
Clc1ccccc1-c1nnc2n1-c1ccccc1SC2	-5	-1	-10	-20	0	102	-10	105	-4.4
CC(=O)Cc1ccccc1OC(=O)c1ccco1	-16	2	-1	-8	-3	98	-6	97	0.8
COc1cccc(-n2cc(-c3ccc(F)cc3)[nH]c2=S)c1	-15	-2	-16	41*	-3	102	-1	99	-0.6
c1ccn2cc(CSC3=NCCS3)nc2c1	5	1	1	0	4	105	7	107	0.6
COc1ccc(OC)c(C2C(C#N)=C(N)Oc3c2c(C)nn3-c2cccc(Cl)c2)c1 (stereo unspecified)	18	20	-4	6	-3	90	3	96	12
Nc1nonc1-c1nc2ccccc2n1CC(=O)N/N=C\c1ccc(-c2ccc(Cl)cc2)o1	22	38	5	-1	4	113	-5	112	4.5
NC1=NC(c2ccccc2Cl)n2c(nc3ccccc32)N1 (stereo unspecified)	13	-13	9	10	0	102	-1	102	0.4
O=c1c([N+](=O)[O-])cc(C(F)(F)F)cn1Cc1cccc(Cl)c1	-20	16	3	1	3	101	1	102	-0.4
Nc1ccc(-c2nc3c(ccc4ccccc43)[nH]2)cc1	-9	49	35	4	7	104	-5	96	0.2
CC(C)C(NC(=O)C(Cc1ccccc1)NC(=O)OCc1ccccc1)C(=O)O (stereo unspecified)	6	32	-23	6	-12	81	-6	97	0.5
COc1cccc(CCC(=O)O)c1OC	.	.	0	5	5	101	-1	110	0.4
COc1ccc(NC(=O)Cn2nnc(C(=O)NCc3cccc(OC)c3)c2N)cc1	18	-38	-9	1	-1	91	-8	90	0.6
O=c1oc2ccccc2n1Cn1c(=O)oc2ccccc21	-2	-14	1	-12	2	98	-1	97	0.7
COc1ccc(C(=O)Oc2ccc(=O)n(-c3ccccc3)n2)cc1	-7	-120	-10	-8	6	107	-3	107	-0.4
O=C(NCc1ccc(F)cc1)C1CCCN(c2cnccn2)C1 (stereo unspecified)	19	28	-7	0	-1	102	11	100	-0.3
CCOCCCNC(=O)CSc1nc2nc(C)c(Cc3ccccc3)c(C)n2n1	-6	8	-23	5	-2	98	-13	98	1.7
COc1cccc(N2C(=O)CC(NNc3nc4ccccc4s3)C2=O)c1 (stereo unspecified)	7	36	-19	16	9	103	6	103	4.2
CCN(CC)S(=O)(=O)c1ccc(OC)c(-n2cnnn2)c1	17	41	2	3	-11	95	-6	97	0.5
CC1(Br)C2CCCC1C2S(=O)(=O)c1ccccc1 (stereo unspecified)	2	7	-4	-1	14	112	-4	105	-2.9
O=C(NC(Cc1ccccc1)C(=O)O)/C(=C/c1ccc([N+](=O)[O-])cc1)NC(=O)c1ccccc1 (stereo unspecified)	14	18	-30	17	0	96	-4	99	0.5
CC(C)CCSc1nnc(Cn2c(=O)sc3ccccc32)n1C	-1	2	0	-1	1	103	10	98	-0.8
O=C(NC1CCCCCC1)C1CCN(S(=O)(=O)c2cnc[nH]2)CC1	-9	-13	-4	2	2	110	-5	107	0.6
O=S(=O)(c1cc(Cl)ccc1Cl)n1ccnc1	-14	12	5	1	-9	87	-3	98	.
OCCNc1nc(OCC(F)(F)F)nc(N2CCN(C34CC5CC(CC(C5)C3)C4)CC2)n1	4	10	4	-4	6	107	-10	102	-0.3
O=S(=O)(NC1CCN(Cc2ccccc2)CC1)c1cccc(S(=O)(=O)N2CCOCC2)c1	25	-10	4	-2	.	.	-14	.	-1.1

Some of the entries so far, with bars between the fields:
compound | NALP1 inh | PHOSPHO1 inh | FID counter | M18AAP inhibitor | MEKK2mut PB1 HTS | MEKK2 WT-MEK5 | GPR7 antag | MEKK3 PB1 HTS | OXTR ag
CCN(CC)S(=O)(=O)c1ccc(OC)c(-n2cnnn2)c1 | 17 | 41 | 2 | 3 | -11 | 95 | -6 | 97 | 0.5
CC1(Br)C2CCCC1C2S(=O)(=O)c1ccccc1 (stereo unspecified) | 2 | 7 | -4 | -1 | 14 | 112 | -4 | 105 | -2.9

Remaining list, next part.
SMILES	NALP1 inh	PHOSPHO1 inh	FID counter	M18AAP inhibitor	MEKK2mut PB1 HTS	MEKK2 WT-MEK5	GPR7 antag	MEKK3 PB1 HTS	OXTR ag
O=C(O)CNS(=O)(=O)c1ccc2[nH]c(=O)c(=O)[nH]c2c1	-4	16	2	-1	-4	92	-1	98	2.7
COc1cccc(-n2nc3c(=S)[nH]nc(C)c3c2C)c1	-18	60*	1	7	.	.	-9	.	-1.9
CCN(CC)S(=O)(=O)c1cccc(-c2nnc(SCc3nnc(-c4ccccc4)o3)n2C)c1	14	-12	-31	-1	-5	89	0	91	-1.8
COc1ccccc1NS(=O)(=O)c1cc(NC(=O)Nc2ccccc2)ccc1N1CCCCC1	30	-30	-2	16	7	134	-16	109	-0.5
O=C(NCCCN1CCCC1=O)c1cc(=O)c2ccccc2o1	15	-30	-4	2	-6	91	-10	90	0.8
CCCc1cc(=O)[nH]c(SCCc2ccccc2)n1	-3	29	-19	6	7	107	-16	103	-0.7
CCOc1ccc(-c2noc(CCCC(=O)NC3CCCC3)n2)cc1OC	14	26	-26	-6	5	111	0	99	-0.2
Cc1cccc(-c2cc3nc(C)cc(C)n3n2)c1	1	39	-2	6	-11	90	-7	99	-0.2
Fc1ccccc1Cc1noc(CN2CCN(Cc3ccc4c(c3)OCO4)CC2)n1	-2	14	-1	-2	11	109	-14	105	-1.4
COc1cc(-c2nnc(Sc3ccc(C(F)(F)F)cc3[N+](=O)[O-])o2)cc(OC)c1OC	-1	-15	-3	0	4	98	-3	100	0.4

Some of the entries so far, with two lines to a compound.
Under each structure: NALP1 inh	PHOSPHO1 inh	FID counter	M18AAP inhibitor	MEKK2mut PB1 HTS	MEKK2 WT-MEK5	GPR7 antag	MEKK3 PB1 HTS	OXTR ag
- CCN(CC)S(=O)(=O)c1ccc(OC)c(-n2cnnn2)c1
  17	41	2	3	-11	95	-6	97	0.5
- CC1(Br)C2CCCC1C2S(=O)(=O)c1ccccc1 (stereo unspecified)
  2	7	-4	-1	14	112	-4	105	-2.9
- O=C(NC(Cc1ccccc1)C(=O)O)/C(=C/c1ccc([N+](=O)[O-])cc1)NC(=O)c1ccccc1 (stereo unspecified)
  14	18	-30	17	0	96	-4	99	0.5
- CC(C)CCSc1nnc(Cn2c(=O)sc3ccccc32)n1C
  -1	2	0	-1	1	103	10	98	-0.8
- O=C(NC1CCCCCC1)C1CCN(S(=O)(=O)c2cnc[nH]2)CC1
  -9	-13	-4	2	2	110	-5	107	0.6
- O=S(=O)(c1cc(Cl)ccc1Cl)n1ccnc1
  -14	12	5	1	-9	87	-3	98	.
- OCCNc1nc(OCC(F)(F)F)nc(N2CCN(C34CC5CC(CC(C5)C3)C4)CC2)n1
  4	10	4	-4	6	107	-10	102	-0.3
- O=S(=O)(NC1CCN(Cc2ccccc2)CC1)c1cccc(S(=O)(=O)N2CCOCC2)c1
  25	-10	4	-2	.	.	-14	.	-1.1
- O=C(O)CNS(=O)(=O)c1ccc2[nH]c(=O)c(=O)[nH]c2c1
  -4	16	2	-1	-4	92	-1	98	2.7
- COc1cccc(-n2nc3c(=S)[nH]nc(C)c3c2C)c1
  -18	60*	1	7	.	.	-9	.	-1.9
- CCN(CC)S(=O)(=O)c1cccc(-c2nnc(SCc3nnc(-c4ccccc4)o3)n2C)c1
  14	-12	-31	-1	-5	89	0	91	-1.8
- COc1ccccc1NS(=O)(=O)c1cc(NC(=O)Nc2ccccc2)ccc1N1CCCCC1
  30	-30	-2	16	7	134	-16	109	-0.5
- O=C(NCCCN1CCCC1=O)c1cc(=O)c2ccccc2o1
  15	-30	-4	2	-6	91	-10	90	0.8
- CCCc1cc(=O)[nH]c(SCCc2ccccc2)n1
  -3	29	-19	6	7	107	-16	103	-0.7
- CCOc1ccc(-c2noc(CCCC(=O)NC3CCCC3)n2)cc1OC
  14	26	-26	-6	5	111	0	99	-0.2

The list goes on:
SMILES	NALP1 inh	PHOSPHO1 inh	FID counter	M18AAP inhibitor	MEKK2mut PB1 HTS	MEKK2 WT-MEK5	GPR7 antag	MEKK3 PB1 HTS	OXTR ag
Cc1nc2c(-c3ccccc3)c(C)nn2c(C)c1CCC(=O)O	15	-26	-20	2	-7	101	-2	97	-0.6
O=C(NC1CCCC1)C(c1ccccc1)N(Cc1ccccc1)C(=O)c1csnn1 (stereo unspecified)	13	26	-32	9	1	98	20	102	-1.9
CCCCOCC(O)Cn1c(C)nc2ccccc21 (stereo unspecified)	13	-6	1	12	0	108	-3	104	2.1
COc1cc(OC)cc(C(=O)O/N=C(\N)c2ccccn2)c1	12	8	-4	-8	8	98	-4	103	-3.0
CC1C(=O)Nc2ccccc2N1C(=O)c1ccc(F)cc1 (stereo unspecified)	2	11	-7	-3	5	101	-14	101	-0.8
CCCC(=O)NC(c1ccc(Cl)cc1)c1ccc2cccnc2c1O (stereo unspecified)	1	25	-28	1	13	103	-15	105	-1.5
O=S(=O)(N1CCCCC1)N1CCNCC1	21	8	1	-1	0	102	-4	99	0.1
Cn1cc(C(=O)c2ccc(Cl)cc2Cl)cc1C(=O)N/N=C(\N)COc1cccc(C(F)(F)F)c1	7	17	-19	-1	3	102	-2	105	2.1
CCC(C)(C)n1nnnc1C(c1cc2cccc(C)c2[nH]c1=O)N1CCCC1 (stereo unspecified)	32	14	-6	-7	4	102	-2	96	-1.1
C#Cc1cccc(C(=O)N2CCCC(C(=O)c3ccc(OC)cc3C)C2)c1 (stereo unspecified)	-7	18	-29	-3	9	104	-9	106	0.1
O=S(=O)(Cc1cc(NCc2ccccc2)nc(-c2ccccn2)n1)c1ccccc1	10	20	-25	-3	-14	81	2	91	-1.4
Cc1onc(-c2ccccc2Cl)c1C(=O)NCc1nc(-c2ccc(C(F)(F)F)cc2)no1	.	32	-5	5	1	100	7	103	-1.5
COc1ccc(CCNC(=O)c2csc3c2CCCC3)cc1OC	-13	32	-15	-4	0	102	-12	101	2.4
S=c1[nH]nc(-c2ccco2)n1/N=C/c1cccc(Cl)c1	-4	-12	-10	14	-3	96	-14	94	-2.3
O=C(Cc1cccs1)Nc1cccc(-c2nnc(-c3ccco3)o2)c1	7	7	-3	2	2	98	-9	103	-0.4
O=C(Nc1ccccc1)N1CCN(Cc2ccc3c(c2)OCO3)CC1	24	-7	-2	3	0	104	11	101	1.8
CCOC(=O)C1CCCN(c2ncnc3c2oc2ccccc23)C1 (stereo unspecified)	-11	4	-10	-5	3	103	4	102	13
O=C(CN(C(=O)CCC(=O)Nc1nccs1)c1cccc(F)c1)NCc1ccc2c(c1)OCO2	23	28	-38	-2	2	98	-4	97	-0.7
CCOC(=O)c1ccc(NC(=O)CSc2nnnn2CCCO)cc1	0	-14	-6	-5	3	105	-11	98	0.8
COc1ccc(C)cc1NC(=O)NCc1ccccn1	5	-30	-2	-1	-3	96	-18	94	0.3
CCN(Cc1ccccc1)C(=O)C1CCN(Cc2ccc(OC)c(OC)c2OC)CC1	9	-27	6	-4	-2	104	0	105	0.0
COC(=O)c1sccc1NC(=O)/C=C/c1c(Cl)cccc1Cl	-5	8	4	-4	7	96	-5	103	-0.7
O=S1(=O)CCN2C(=N1)SC1=C2CCN(Cc2ccccc2)C1	26	14	-1	1	2	100	5	100	1.8
